HT1080-NT tox = kills 2HG-producing HT-1080-NT fibrosarcoma cells; HT-1080-NT fibrosarcoma viability, CellTiter-Glo ATP luminescence, 48 h; Potency, µM (doses to about 46.1 µM), for inactives: at the highest dose activity, negative = less viability, most hits filed as cytotoxic; hit rate 1.6% among 360,000; AID 686970;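 further: NT is the 2HG producing partner of a matched IDH1 knockdown line; potency means the concentration at half of the fitted maximal effect; 0% = DMSO-treated cells and -100% = media-only wells without cells; nearly all actives have a fitted effect of over 55% in size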
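Fibrosarcoma NT cells, 750 per well in 5% FBS RPMI, were exposed to compound for 48 hours. Viability: CellTiter-Glo luminescence.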
MCF10A rerep = inducers of DNA re-replication in MCF 10A breast cells | MCF 10A DNA re-replication, Hoechst nuclear intensity, 48 h | Potency, µM (series often up to 46.1 µM), inactives show top-dose activity, positive = re-replication, most hits filed as activators | hit rate 2.9% among 350,000; further: potency means the concentration at half of the fitted maximal effect; % of control where 0% means no effect; nearly all actives have a fitted effect of over 50% in size
ATXN2 expr inh = reduces ATXN2 reporter expression in HEK-293 cells; HEK-293 ATXN2-luciferase reporter, luminescence, 24 h; Potency, µM (series often up to 57 µM), for inactives: at the highest dose activity change, negative = inhibition, most hits filed as inhibitors; hit rate 0.72% among 360,000; further: potency means the concentration at half of the fitted maximal effect; on the % scale 0 is the no-effect control and ±100 the full control effect; nearly all actives have a fitted effect of over 55% in size
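qHTS (up to 57 uM final) was run with 24 h compound exposure of reporter cells at 37 °C. Each well was multiplexed: SteadyGlo luminescence measured ATXN2-luciferase expression after a fluorogenic Gly-Phe-AFC viability readout (25 uM final).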
HepG2 tox = counter-screen for TGF-b inhibitors: cytotoxicity in HepG2 cells. HepG2 CAGA-GFP viability, ATP luminescence, 18 h. Potency, µM (top dose mostly 46.1 µM), for inactives: top-dose activity change, negative = cytotoxicity, most hits filed as cytotoxic. hit rate 0.76% among 410,000. AID 588856; further: potency means the concentration at half of the fitted maximal effect; some results filed as inactive show a strong effect at the top dose
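CellTiter-Glo luminescence gave cytotoxicity after 18 hours at 37 degrees C. The cells were HepG2 CAGA-GFP in 1% FBS DMEM, stimulated with 500 pg/mL TGF-beta after compound addition. %Activity was normalised to no-cell wells (complete cell-killing) and DMSO (no toxicity), and curves were fitted and classified.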
SW480 rerep = induces DNA re-replication in SW480 colon adenocarcinoma cells; SW480 DNA re-replication, Hoechst DNA content imaging, 48 h; Potency, µM (series often up to 46.1 µM), for the others: at the highest dose re-replication activation, most hits filed as activators; hit rate 1.8% among 340,000; AID 624297; further: potency means the concentration at half of the fitted maximal effect; % of control where 0% means no effect; nearly all actives have a fitted effect of over 55% in size
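Compounds, transferred as 23 nL by pin tool, were incubated with cells for 48 hr; DNA content per nucleus was then quantified by Hoechst staining and fluorescence plate imaging.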
IL-1B inflam inh = inflammasome signaling inhibition, IL-1 beta readout; THP-1 LPS/ATP IL-1B secretion, AlphaLISA, 16 h; stronger effect = lower value; activity change, % at 57.5 µM; hit rate 4.7% among 360,000; AID 743279; in the data active means activity change below about -50%; inconclusive means mostly about -30% to -49%; further: on the % scale 0 is the no-effect control and ±100 the full control effect
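THP-1 cells pretreated 1 hr with compounds (up to 57.5 uM final), then stimulated with LPS (250 ng/mL final) plus ATP (1.25 mM final); secreted IL-1B measured by AlphaLISA after 16 hr, decreased signal indicating inhibition.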
HT1080 IDH1KD tx = toxicity to HT-1080 IDH1 knockdown cells (counter line); HT-1080 IDH1 knockdown viability, ATP luminescence, 48 h; Potency, µM (titrated, usually from 46.1 µM), for the others: at the top dose activity, negative = toxicity, usual class: cytotoxic; hit rate 2% among 360,000; AID 686971;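 further: potency means the concentration at half of the fitted maximal effect; 0% = DMSO wells and -100% = cell-free medium wells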
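% activity derives from luminescence (CellTiter-Glo), normalised to DMSO and no-cell wells. HT-1080-IDH1KD cells, 750/well, had 48 h compound exposure at 37 °C.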
KB-3-1 tox = kills parental KB-3-1 adenocarcinoma cells; KB-3-1 viability, CellTiter-Glo ATP luminescence, 72 h; hit rate 1.4% among 400,000; Potency, µM (doses to about 46.1 µM), for the others: at the highest dose activity change, negative = cytotoxic, actives largely listed as cytotoxic; further: potency means the concentration at half of the fitted maximal effect; on the % scale 0 is the no-effect control and ±100 the full control effect; nearly all actives have a fitted effect of over 60% in size
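Viability of parental KB-3-1 cells, measured by CellTiter-Glo luminescence, followed a 72 h incubation at 37 °C with pinned compounds in phenol-red-free DMEM containing 10% FBS.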
S2 tox = viability counter-screen for ATXN expression inhibitors; S2 cells (HEK-293 line with an ATXN2-luciferase reporter) viability, CellTiter-Fluor protease fluorescence, 24 h; Potency, µM (doses to about 56.7 µM), actives largely listed as cytotoxic; hit rate 0.49% among 400,000; AID 651635; further: potency means the concentration at half of the fitted maximal effect; nearly all actives have a fitted effect of over 40% in size
Numbers without * were called inactive; i = inactive; ? = inconclusive; . = no result given; & = joins results of further samples; [ ] = remark or other dose. Unless noted, the call rests on the fitted dose curve; in most records, active means well fitted curve in the direction sought with a large enough effect; inconclusive means small, poorly fitted or top-dose-only effect, or another doubt; inactive means no such curve, though single readings can be large; an effect the other way counts as inactive or inconclusive.

The line under a structure holds: HT1080-NT tox, MCF10A rerep, ATXN2 expr inh, HepG2 tox, SW480 rerep, IL-1B inflam inh, HT1080 IDH1KD tx, KB-3-1 tox, S2 tox
O=C(Nc1ccc2nc(SCCOc3ccccc3)sc2c1)c1ccccc1F
    ., ., 9%, 1%, ., ., ., 3%, i
COc1ccc(C(=O)CN2C(=O)c3ccccc3C2=O)cc1
    5%, -6%, 19%, 4%, -1%, 1, 13%, 13%, i
CC(OC(=O)c1ccc(S(=O)(=O)NCc2ccco2)cc1)C(=O)Nc1ccc(Cl)cn1 (stereo unspecified)
    -12%, -1%, -10%, 1%, 10%, 3, -14%, 2%, i
OCCN1CCN(CCSc2ccccc2)CC1
    -5%, ?, 13%, -12%, ?, 3, -18%, -1%, i
COCCCn1c(=O)c2ccccc2n(CC(=O)NC2CCCC2)c1=O
    16%, -1%, -12%, -6%, 2%, 18, 7%, 10%, i
CCN(CC)CC(O)c1cccn1-c1ccc(CNC(=O)NC(C)C)cc1 (stereo unspecified)
    -1%, -7%, 4%, -13%, -13%, 14, -2%, 17%, i
CC(=O)Nc1cccc(NC(=O)Cc2nc(-c3ccccc3)sc2-c2ccc(C)cc2)c1
    -9%, 26%, -3%, -18%, 7%, 0, ?, 18%, i
CNS(=O)(=O)c1cccc(C(=O)OCC(=O)c2cc3ccccc3o2)c1
    25%, -1%, -2%, 1%, -1%, 30, -1%, 4%, i
N#CC1(NC(=O)CSc2nnc(COc3ccccc3F)n2N)CCCCC1
    16%, -1%, -2%, -10%, -39%[inhibitor], 1, 1%, 1%, i
CC(C)CN(CC(C)C)S(=O)(=O)N1CCC(C(=O)NCc2cccs2)CC1
    7%, ?, -8%, -16%, 2%, -12, 5%, 3%, i
O=C(Nc1nnc(S(=O)(=O)N2CCCCCC2)s1)c1ccc(Br)cc1
    -1%, 0%, 7%&10%, -12%&-21%, -5%, 10, 0%, ?, i
Cc1onc(-c2c(Cl)cccc2Cl)c1C(=O)c1ccc(F)cc1
    0%, 5%, ., -26%, -2%, 0, 3%, 1%, i
CN(C)c1ccc(/C=C2\C(=N)N3N=C(CC(=O)N4CCCC4)SC3=NC2=O)cc1Br
    0%, 10%, 1%, -6%, -3%, 41, 23%, 2%, i
O=c1cc(NCCc2ccccc2)c2ccccc2o1
    -23%, -1%, 22%, -15%, 2%, -59*, -19%, ?, ?
O=S(=O)(c1ccc2nc(Cc3cccc(C(F)(F)F)c3)[nH]c2c1)N1CCOCC1
    7%, 2.9µM*, 2%, -13%, ?, -9, 4%, 8%, i
COCCCN1C(=O)C(CC(=O)NCc2cccc3ccccc23)CC(C(=O)N(C(C)C)C(C)C)=C1C (stereo unspecified)
    2%, ., -8%, -20%, ., -26, 12%, 0%, i
O=C(O)c1ccc(CNC(=O)C2CCN(S(=O)(=O)c3ccc4c(c3)OCCO4)CC2)cc1
    9%, ., ., 56%, ., -7, -1%, -1%, i
Cc1ccc([N+](=O)[O-])cc1NC(=O)CN(C(=O)c1ccccc1Cl)C1CCCCC1
    6%, 12%, -1%, -25%, 7%, ?, 3%, -22%, i
CC1CCN(C(=O)COC(=O)Cc2ccc(Br)cc2)CC1
    13%, 0%, -10%, -34%, -10%, 5, 18%, 17%, i
O=[N+]([O-])c1ccc2c(c1)C=C1CCCCC1(N1CCCC1)O2 (stereo unspecified)
    4%, -2%, -6%, 5%, 0%, 15, 3%, 0%, i
Cc1cc(C)cc(OCc2nnc(SCC(=O)N3CCN(c4ccccc4)CC3)o2)c1
    3%, ?, 0%, -5%, ?, -5, 1%, -8%, i
COc1cc2c3c([nH]c2cc1F)C(=O)NCC3
    ., -16%, 8%, -3%, -8%, ., ., ?, i
CC(C)C1C(=O)N(Cc2cn(CC3CCCCC3)nn2)CCS(=O)(=O)N1Cc1ccc(-c2ccccc2)cc1 (stereo unspecified)
    -26%, ., -32%, -24%, ., -19, ?, ?, ?
CCCC(=O)Nc1cccc(-c2nc3ncccc3o2)c1
    ., ., 7%, -4%, ., ., ., -8%, i
CCC(=O)Nc1ccc(-c2nnc(SCC(=O)Nc3nccs3)n2C)cc1
    13%, 5%, -2%, 9%, -12%, -9, 3%, 28%, i
O=c1[nH]c(=O)c2cn[nH]c2[nH]1
    -9%, -2%, 2%, 0%, -77%[inhibitor], -25, -3%, -6%, i
O=C(Nc1ccccc1N1CCCCC1)c1ccccc1F
    1%, ?, -4%, -14%, 5%, 36, 5%, ?, i
COc1ccc(N=C2C(=Nc3ccc(OC)cc3)N(c3ccc(OC)cc3)C(=S)N2C(=O)c2ccc(OC)cc2)cc1
    -6%, 2%, 12%, -14%, -4%, ?, 1%, ?, i
O=[N+]([O-])c1cc(-c2ncccn2)cs1
    0%, -7%, -5%, -1%, -11%, -1, 6%, 28%, i
CC(=O)Nc1ccc(-c2nc(C)c(C(C)=O)n2O)cc1
    7%, -13%, 7%, -32%, -2%, 15, ?, 4%, i

Reformatted: two of the compounds above
SMILES	HT1080-NT tox	MCF10A rerep	ATXN2 expr inh	HepG2 tox	SW480 rerep	IL-1B inflam inh	HT1080 IDH1KD tx	KB-3-1 tox	S2 tox
O=c1[nH]c(=O)c2cn[nH]c2[nH]1	-9%	-2%	2%	0%	-77%[inhibitor]	-25	-3%	-6%	i
CCC(=O)Nc1ccc(-c2nnc(SCC(=O)Nc3nccs3)n2C)cc1	13%	5%	-2%	9%	-12%	-9	3%	28%	i

(further entries)
The line under a structure holds: HT1080-NT tox, MCF10A rerep, ATXN2 expr inh, HepG2 tox, SW480 rerep, IL-1B inflam inh, HT1080 IDH1KD tx, KB-3-1 tox, S2 tox
CCCOC(=O)C1=C(C)NC2=C(C(=O)C(C(=O)OC)C(C)C2)C1c1ccc(N(CC)CC)cc1 (stereo unspecified)
    0%, 6%, -3%, -3%, 14%, -26, 0%, -1%, i
COc1cccc(NC(=O)CN(C)C(=O)CC2CCCCC2)c1
    -11%, 1%, -4%, 0%, ?, -2, -10%, 11%, i
O=C(NCC(c1ccc2c(c1)OCO2)N1CCN(c2ccccc2F)CC1)c1ccccc1F (stereo unspecified)
    ., ., -15%, -4%, ., ., ., -16%, ?
Cc1ccc(NC(=O)C(=O)NCC(c2cccnc2)N2CCN(C)CC2)cc1F (stereo unspecified)
    ., ., -11%, -24%, ., ., ., 8%, i
NC(N)=N/N=C/c1ccccc1OC(F)F
    -20%, 3%, -7%, -4%, -5%, 46, 0%, -9%, i
Cc1cc(C)c(/C=N/NC(N)=O)c(C)c1/C=N/NC(N)=O
    5%, ?, 5%, 6%, -1%, 14, 11%, 3.7µM*, i
O=c1[nH]c(Nc2ccccc2Cl)cc2ccccc12
    3%, ?, 4%, -5%, ?, 10, -9%, 0%, i
Cc1sc2ncnc(N(C)Cc3cccs3)c2c1C
    -9%, 2%, -10%, -17%, 7%, -11, -14%, -5%, i
Cc1ccc(N2C(=O)/C(=C\c3ccco3)SC2=S)cc1
    -3%, 9%, 15%, -3%, 2%, 16, -10%, 7%, i
O=C(O)c1cccc(Nc2nc(-c3cc4ccccc4oc3=O)cs2)c1
    -17%, ?, 23%, 4%, 11%, -6, -2%, 14%, .
COCCn1c(SCC(=O)N2CCCc3ccccc32)nnc1-c1ccoc1C
    10%, -1%, 4%, -10%, -2%, 4, 14%, 1%, i
Cc1nn(CCc2n[nH]c(=S)n2C2CCCCC2)c(C)c1Br
    ?, 19%, 1%, 7%, 1%, 2, ?, 1%, i
CC(=O)c1c(N)n(C)c(=O)n(C)c1=O
    -8%, 9%, 20%, -1%, -8%, 18, 0%, 3%, i
O=C(Nc1ccccc1)c1ccncc1
    0%, 6%, 4%, 6%, -4%, -11, 4%, 5%, i
COc1ccc(CN=C(NS(=O)(=O)c2cccs2)SC)cc1
    1%, -7%, -8%, 15%, 1%, 18, 1%, -5%, i
CCc1ccc(NC(=O)C(=O)NCCN2CCN(S(=O)(=O)c3ccccc3)CC2)cc1
    3%, -28%, -4%, 15%, 28%, 1, 4%, 1%, i
CC(=O)C1=C(C)N(CC2CC2)C(=O)N[C@H]1c1cccs1
    3%, ?, 0%, 1%, -8%, 11, 0%, 8%, i
N#CC(C(=O)OC1CCCCC1)c1nc2ccccc2nc1N1CCOCC1 (stereo unspecified)
    14%, 4%, 37%[activator], -2%, 0%, -19, 13%, -3%, i
Cc1cc(C)nc(NC(N)=NCCc2c[nH]c3ccccc23)n1
    -13%, 9%, ?, -26%, 8%, -95*, ?, ?, i
CCCCn1c(SCC(=O)Nc2cc(C)on2)nnc1-c1cccs1
    0%, -1%, ., 20%, -15%, -13, 4%, 9%, ?
COc1ccccc1C(=O)OCc1c(-c2ccccc2)ncc2ccccc12
    -17%, ?, ?, -28%, ?, -19, -29%, 0%, ?
COc1ccc(NC(=O)Nc2cc(NC(=O)Nc3ccc(OC)cc3)c(C)nc2C)cc1
    15%, -4%, -2%, -1%, -7%, 21, 18%, 8%, i
Cc1cc(C(=O)Cn2nnc3ccccc3c2=O)c(C)n1-c1ccccc1F
    -27%, ?, 71%[activator], 0%, 13%, -22, ?, 5.2µM*, i
Cc1cc(C(=O)Nc2ccccc2C)n(-c2ccccc2)n1
    26%, -10%, -6%, -8%, 0%, 7, 21%, -1%, i
CCC(=O)N1c2ccccc2CC1C(=O)NCCCN1CCN(c2ccccc2)CC1 (stereo unspecified)
    ., ., 1%, -5%, ., ., ., 6%, ?
Cc1ccc(S(=O)(=O)NC(=O)c2ccccc2)cc1C(C)C
    -1%, -15%, -1%, 9%, -3%, 11, 0%, -7%, i
CC1(C)C2(C#N)C(=O)NC(=O)C12C#N (stereo unspecified)
    3%, -2%, -2%, 12%, 3%, -4, 12%, -1%, i

Source: PubChem BioAssay
